Screening results deposited in PubChem BioAssay by several laboratories.
bIAP inhibitor – intestinal alkaline phosphatase (bovine) inhibition. inhibition, % at 20 µM. purified bovine IAP, CDP-star luminescence, 30 min. AID 1019. 190,000 tested, under 10 active;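 active means over 50% inhibition of intestinal alkaline phosphatase at 20 µM in the single-dose screen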
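test system = bovine IAP enzyme | medium = DEA buffer 100 mM, pH 9.8, with MgCl2 1.0 mM, ZnCl2 0.02 mM | detection = luminescence | dosing = single compound dose of 20 µM, 2% DMSO final | incubation = 30 min reaction at room temperature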
L major viab – Leishmania major promastigote growth inhibition; Leishmania major promastigotes, resazurin fluorescence viability; inhibition, % at 10 µM; 200,000 tested, 9% active; AID 1063; in the data active means inhibition above about 50%;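 further: promastigotes grown with compound for 44 hours at 28 °C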
PPARg SRC-3 ag – PPARgamma-driven SRC-3 recruitment agonism; biochemical PPARgamma/SRC-3 coactivator recruitment assay; P37231; 200,000 tested, 0.26% active; activation, % at 8 µM; AID 731; in the data active means activation above about 23%;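 further: 0% = DMSO and 100% = reference agonist; some compounds past the cut are filed as inactive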
Target sequence (P37231 whole entry, looked up): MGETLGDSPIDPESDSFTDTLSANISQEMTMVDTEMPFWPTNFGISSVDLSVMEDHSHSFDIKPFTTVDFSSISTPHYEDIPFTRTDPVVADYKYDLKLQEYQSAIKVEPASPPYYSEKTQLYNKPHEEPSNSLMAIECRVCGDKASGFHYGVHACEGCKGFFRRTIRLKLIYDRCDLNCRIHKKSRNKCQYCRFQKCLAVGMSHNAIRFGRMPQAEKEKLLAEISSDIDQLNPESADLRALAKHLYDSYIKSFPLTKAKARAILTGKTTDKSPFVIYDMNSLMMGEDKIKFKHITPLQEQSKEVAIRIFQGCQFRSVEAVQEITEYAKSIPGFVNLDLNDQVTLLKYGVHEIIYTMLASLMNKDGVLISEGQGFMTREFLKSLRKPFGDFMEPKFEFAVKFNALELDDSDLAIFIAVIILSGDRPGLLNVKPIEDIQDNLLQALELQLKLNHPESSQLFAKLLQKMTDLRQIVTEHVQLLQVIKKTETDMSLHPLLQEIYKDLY
ROMK mod – human ROMK K+ channel modulation, primary screen; P48048; Tet-inducible ROMK, thallium flux fluorescence; actives lie on both sides; B-score at 10 µM; 130,000 tested, 2% active; AID 1918;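 active means signal ratio slope over the read window, or its plate-corrected B-score, at least 3 SD from the plate mean, either direction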;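 further: B-score of the F/F0 ratio slope over 7 to 12 s after thallium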
SRC2 TRFRET art – TR-FRET artefact, counter-screen to PPARgamma/SRC-2 agonist assay. hits give high values. AID 1049. TR-FRET ratio at 8 µM. 200,000 tested, 0.4% active; in the data active means TR-FRET ratio above about 2000; further: inactives centre near 1500
S1P3 antagonist – antagonists of human S1P3 receptor | Q99500 | CHO S1P3 NFAT-BLA reporter, FRET fluorescence, antagonist mode | inhibition, % at 4.98 µM | 170,000 tested, 0.27% active | AID 485;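 active means inhibition above the plate cutoff, the mean inhibition of test wells on that plate plus 3 SD, cut at about 28% in these data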;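 further: cells challenged with S1P at its EC80 of 0.8 µM; blue over green emission ratio from cleaved BLA substrate after 4 h stimulation; 0% = S1P-stimulated wells and 100% = unstimulated DMSO-only wells; some compounds past the cut are filed as inactive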
Target sequence (Q99500 whole entry, looked up): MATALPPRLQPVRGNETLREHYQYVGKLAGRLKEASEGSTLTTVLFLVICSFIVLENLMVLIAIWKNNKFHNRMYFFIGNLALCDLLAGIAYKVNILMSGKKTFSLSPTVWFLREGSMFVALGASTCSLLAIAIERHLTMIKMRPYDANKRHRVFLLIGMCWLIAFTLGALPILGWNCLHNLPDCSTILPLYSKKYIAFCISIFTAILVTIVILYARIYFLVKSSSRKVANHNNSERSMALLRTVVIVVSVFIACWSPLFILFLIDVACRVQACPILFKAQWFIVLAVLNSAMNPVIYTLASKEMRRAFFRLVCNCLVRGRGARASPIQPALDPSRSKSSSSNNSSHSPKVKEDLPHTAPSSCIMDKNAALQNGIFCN
bIAP activator – increases bovine intestinal alkaline phosphatase activity; purified bovine IAP, CDP-star luminescence, 30 min; hits give high values; fold of DMSO-control signal, blank-subtracted; activation factor at 20 µM; 200,000 tested, 0.17% active; AID 1016;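 active means activation factor of 2 or more at 20 µM, a signal rise over negative controls twice the positive control's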
TLR4 MyD88 comp – blocks binding of human TLR4 to MyD88; O00206+Q99836; HeLa CL3-4 TLR4/MyD88 BLA complementation, FRET ratio; inhibition, % at 8.4 µM; 200,000 tested, 0.18% active; AID 861; in the data active means inhibition above about 25%;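 further: 0% = vehicle and 100% = reference inhibitor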
DTT redox prof – compounds producing H2O2 with reducing agent – biochemical, NIH compound library profiling, artefact control for MLSCN library redox annotation, primary screen. 200,000 tested, 0.03% active. DTT-dependent redox cycling H2O2, phenol red/HRP absorbance; 100% = 100 µM peroxide control, 0% = buffer. activation, % at 10 µM;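 active means activation of at least 50% relative to the plate's high and low controls in the primary single-dose screen; inactive means activation below 50%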;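 further: compound incubated with DTT at 0.8 mM final as the reducing agent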
PPARg SRC1 recr – PPARgamma-driven SRC-1 recruitment agonism. P37231. PPARgamma-SRC-1 coactivator recruitment biochemical assay. activation, % at 8 µM. 200,000 tested, 0.41% active. AID 631; in the data active means activation above about 19%;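 further: 0% = DMSO and 100% = reference agonist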
PPARg SRC-2 ag – agonists of SRC-2 recruitment by human PPARgamma | PPARgamma LBD-SRC-2 recruitment, biochemical | P37231 | AID 1032 | 200,000 tested, 0.34% active | activation, % at 8 µM; in the data active means activation above about 22%;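 further: 0% = vehicle and 100% = reference agonist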
Numbers without * were called inactive; . = no result given.

SMILES | bIAP inhibitor | L major viab | PPARg SRC-3 ag | ROMK mod | SRC2 TRFRET art | S1P3 antagonist | bIAP activator | TLR4 MyD88 comp | DTT redox prof | PPARg SRC1 recr | PPARg SRC-2 ag
Cc1ccc(CNC(=O)C2CC2c2ccccc2)cc1 (stereo not given) | -11 | -4 | -4 | 1.6 | 1440 | 2 | 1.1 | -4 | 0.0 | -7 | -7
COc1cccc(NC(=O)c2ccccc2-c2nc(-c3ccc(Cl)cc3)no2)c1 | 7 | 12 | -10 | 0.23 | 1520 | 11 | 0.9 | 10 | 0.1 | 9 | -1
CCCc1cc2c(=O)c(-c3ccc4c(c3)OCCO4)coc2cc1OC(=O)c1ccco1 | 5 | -8 | 8 | . | 1653 | . | 0.9 | -6 | 0.5 | 5 | 3
CCc1ccccc1NC(=O)CSc1nnc([C@@H](NC(=O)OC(C)(C)C)C(C)C)o1 | -11 | -5 | 2 | -0.046 | 1561 | -39 | 1.1 | 3 | -0.3 | 5 | 3
C=C(C)Cn1c(SCC(=O)N/N=C/c2ccccc2)nc2ccccc2c1=O | 4 | 1 | -1 | . | 1567 | 4 | 1 | 8 | 0.4 | -3 | 4
CC(C)OC(=S)N/C(=N\S(=O)(=O)c1ccccc1)c1ccccc1 | 1 | -1 | 2 | . | 1467 | . | 1 | 7 | 3.0 | 6 | -9
COc1cccc(C2c3c(oc4cc(C)c(C)cc4c3=O)C(=O)N2CCCN(C)C)c1 (stereo not given) | -10 | -1 | 6 | . | 1730 | -18 | 1.1 | 6 | -3.5 | 12 | 7
CCC(CO)NCc1ccccc1OC(C)C (stereo not given) | -7 | -2 | 1 | . | 1416 | -18 | 1.1 | 0 | -0.2 | 1 | -4
FC(F)(F)c1cccc(Nc2nc(N3CCCC3)nc(N3CCCC3)n2)c1 | 8 | 28 | 0 | 0.97 | 1644 | 2 | 0.9 | -4 | -0.3 | 6 | 4
CCOC(=O)C1=C(c2ccccc2)NC(=O)NC1c1ccc(N(C)C)cc1 (stereo not given) | -6 | -3 | 3 | . | 1582 | 11 | 1.1 | -1 | -0.4 | 1 | 13
Cc1ccc(N(C(=O)c2ccco2)C2C=CS(=O)(=O)C2)cc1 (stereo not given) | -10 | 1 | 2 | -0.027 | 1658 | -1 | 1.1 | 5 | -0.1 | -2 | 6
COc1ccc(C(CCNCc2ccccc2)c2ccc(F)cc2)cc1 (stereo not given) | -6 | 99* | -2 | . | 1657 | 13 | 1.1 | 14 | 0.2 | -2 | -4
C#CCOCCOCCOCCNc1nc(N2CCN(C(=O)C(Cc3ccc(O)cc3)n3cc(C(N)C(C)CC)nn3)CC2)nc(N2CCN(C(=O)C(Cc3ccc(O)cc3)n3cc(C(N)C(C)CC)nn3)CC2)n1 (stereo not given) | -48 | -5 | -6 | . | 1411 | 9 | 1.5 | 7 | 0.2 | 1 | 2
COCc1nc(-c2ccc(-c3ccc(C)cc3)nc2OC)no1 | 20 | 4 | 0 | -1 | 1669 | -12 | 0.8 | -2 | -3.1 | 7 | 13
CCc1cc2c(C)cc(=O)oc2cc1OC(=O)C1CCCN1C(=O)OC(C)(C)C (stereo not given) | 2 | 89* | -1 | -2.3 | 1670 | 38 | 1 | -7 | -0.9 | 10 | 2
Cc1cc(-c2csc(N)n2)c(C)n1-c1ccccc1 | 2 | 2 | 3 | 0.019 | 1457 | -22 | 1 | -7 | -0.2 | 3 | -1
Cc1onc(-c2ccccc2Cl)c1C(=O)Nc1nn[nH]n1 | 9 | -7 | -5 | . | 1475 | -76 | 0.9 | 4 | -2.5 | 0 | 5
COc1ccc(CCNC(=O)CCN2C(=O)c3cccc4cccc(c34)C2=O)cc1OC | 1 | -3 | 8 | 0.32 | 1646 | -8 | 1 | -1 | -0.2 | 6 | 3
CCn1c(SCc2cc(=O)[nH]c3ccccc23)nc2c1c(=O)n(C)c(=O)n2C | . | 1 | -13 | 0.84 | 1486 | -13 | . | -5 | 4.9 | -6 | -6
COc1ccc(NC(=O)COc2ccc(C(=O)NC3CCCc4ccccc43)cc2OC)cc1 (stereo not given) | -13 | -5 | 4 | 0.05 | 1630 | -1 | 1.1 | -7 | 0.8 | 0 | 5
O=C(Nc1nc2c(s1)COc1ccccc1-2)c1cccs1 | 2 | 8 | 15 | . | 2118* | 26 | 1 | 14 | -0.9 | 19 | 27*
COc1cc(C(=O)Nc2cccc3ncccc23)cc(OC)c1OC | 1 | -7 | -3 | . | 1461 | -2 | 1 | 9 | 0.7 | 2 | 2
O=C(Nc1ccccc1O)c1ccccc1O | 7 | -5 | 8 | -0.68 | 1607 | 8 | 0.9 | -6 | 1.6 | 11 | -1
Cc1ccc(NCc2nnc(SCC(=O)Nc3ccccc3)n2CC2CCCO2)c(C)c1 (stereo not given) | -6 | -2 | 3 | 0.25 | 1594 | -34 | 1.1 | 5 | 2.1 | 13 | 12
CC(=O)NC(=S)Nc1ccccc1N1CCN(C(=O)c2ccccc2)CC1 | 1 | 9 | 6 | 0.83 | 1607 | -16 | 1 | -2 | -0.2 | 4 | 7
COc1ccc([N+](=O)[O-])cc1NC(=O)c1ccc(Br)s1 | 6 | -4 | 13 | -0.29 | 2056* | 16 | 0.9 | 2 | -0.6 | 22* | 17
Cc1onc(-c2ccccc2Cl)c1C(=O)OCc1cnc(Cl)s1 | 14 | 4 | -3 | -0.06 | 1294 | -27 | 0.9 | -8 | -0.1 | -3 | 5
Cc1cc(NC(=O)c2cccc(F)c2)ncc1NC(=O)c1ccco1 | 15 | -1 | -6 | -0.035 | 1621 | . | 0.9 | -2 | 0.1 | 5 | 1
Nn1c(Cc2cccc3ccccc23)nnc1SCC(=O)N1CC(=O)Nc2ccccc21 | 7 | -1 | -11 | 0.38 | 1513 | . | 0.9 | 4 | 0.1 | 0 | -5
CN(C)CCNc1ncnc2c1cnn2-c1ccc(Cl)cc1 | -2 | 98* | 5 | . | 1823 | -6 | 1 | -11 | -1.2 | 2 | 3

Given as tab-separated lines: entries from further up
mol	bIAP inhibitor	L major viab	PPARg SRC-3 ag	ROMK mod	SRC2 TRFRET art	S1P3 antagonist	bIAP activator	TLR4 MyD88 comp	DTT redox prof	PPARg SRC1 recr	PPARg SRC-2 ag
COc1cc(C(=O)Nc2cccc3ncccc23)cc(OC)c1OC	1	-7	-3	.	1461	-2	1	9	0.7	2	2
COc1ccc([N+](=O)[O-])cc1NC(=O)c1ccc(Br)s1	6	-4	13	-0.29	2056*	16	0.9	2	-0.6	22*	17
Cc1onc(-c2ccccc2Cl)c1C(=O)OCc1cnc(Cl)s1	14	4	-3	-0.06	1294	-27	0.9	-8	-0.1	-3	5

Carrying on:
SMILES | bIAP inhibitor | L major viab | PPARg SRC-3 ag | ROMK mod | SRC2 TRFRET art | S1P3 antagonist | bIAP activator | TLR4 MyD88 comp | DTT redox prof | PPARg SRC1 recr | PPARg SRC-2 ag
COc1ccccc1NC(=O)C(=O)Nc1ccccn1 | -7 | -3 | 1 | . | 1578 | . | 1.1 | -6 | -7.2 | 1 | 7
CCn1c(SCC(=O)Nc2ccc(NC(C)=O)cc2)nnc1C1CC1 | 6 | -5 | -7 | . | 1800 | -6 | 0.9 | -4 | 0.5 | 13 | 6
O=C(CNCc1ccc(Cl)cc1)NCc1ccco1 | 35 | 46 | 4 | 0.11 | 1663 | -15 | 0.6 | 6 | 0.0 | -3 | 0
CCCOC(=O)c1c(NC(=O)/C=C/c2cnn(C)c2C)sc(C(=O)OCC)c1C | -3 | 2 | 14 | . | 1442 | . | 1 | 4 | 0.2 | 3 | -2
C/C(=N\NC(=O)C1(C)CC1(Br)Br)c1cccc(NC(=O)C(C)(C)C)c1 (stereo not given) | -1 | 60* | 4 | -0.84 | 1635 | -8 | 1 | -4 | 0.0 | 2 | 1
O=C(NCc1ccco1)c1nc2c(nnn2Cc2cccc(Cl)c2)c(=O)[nH]1 | -3 | 10 | 2 | . | 1410 | . | 1 | 1 | 3.0 | -7 | 0
CCCc1[nH]n(-c2ccc([N+](=O)[O-])cc2)c(=O)c1C=NCCc1ccc(OC)c(OC)c1 | 17 | -1 | 1 | -0.0018 | 1507 | -4 | 0.8 | -8 | -9.8 | -2 | -4
CCC(=O)Nc1nnc(SCc2ccc(F)cc2)s1 | 3 | -2 | 3 | 0.49 | 1724 | . | 1 | -1 | 0.5 | 3 | 16
CN(C)CCNC(=O)c1cccc(S(=O)(=O)Nc2ccccc2F)c1 | -22 | -2 | 1 | -0.042 | 1574 | -19 | 1.2 | -9 | -2.4 | 3 | 9
O=C(Cc1n[nH]c(=O)c2ccccc12)NCc1ccccc1 | -14 | 0 | 0 | 0.37 | 1610 | -9 | 1.1 | -2 | -2.1 | 2 | 3
CCOC(=O)c1c(C)[nH]c(C)c1C(=O)CSc1nnc(-c2ccc(OC(F)F)cc2)o1 | 10 | 3 | 7 | 1 | 1411 | . | 0.9 | -4 | 0.1 | -2 | 0
O=C1CC(c2ccc3c(c2)OCO3)C2=C(CCCC2=O)N1 (stereo not given) | -6 | -5 | 7 | . | 1347 | 3 | 1.1 | 6 | 0.0 | 4 | 2
CCC(C)c1ccc(NC(=O)C2CCCN(c3ncccn3)C2)cc1 (stereo not given) | 2 | 6 | 7 | 2.3 | 1620 | 23 | 1 | 10 | -0.1 | 0 | 4
Cc1ccccc1Nc1nc(-c2sc(NC(=O)c3cccc(Cl)c3)nc2C)cs1 | -3 | 35 | 7 | . | 1798 | . | 1 | 5 | -12 | 2 | 9
CCn1c2ccccc2c2cc(NC(=O)CSc3nnc(-c4cccc(Cl)c4)o3)ccc21 | 1 | 89* | 0 | -0.12 | 1579 | . | 1 | 6 | -9.2 | 7 | -1
CN(C)CCn1c(NC(=O)c2ccc(Cl)cc2)nc2ccccc21 | -16 | 0 | -1 | -0.99 | 1579 | . | 1.2 | 14 | 0.8 | 2 | 5
c1ccc(OCCCc2nc(-c3cccnc3)no2)cc1 | 0 | -8 | -5 | . | 1639 | 21 | 1 | -4 | 0.7 | 4 | 4
O=C(NC1CCS(=O)(=O)C1)c1ccc(S(=O)(=O)N2CCCCC2)cc1 (stereo not given) | 4 | -8 | 2 | -0.19 | 1705 | 20 | 1 | -4 | -0.3 | 4 | 0
COc1ccc(CSc2n[nH]c(C)n2)cc1[N+](=O)[O-] | 6 | -3 | 2 | 0.91 | 1576 | -25 | 0.9 | 5 | -0.5 | 6 | 9
Cc1ccc(S(=O)(=O)n2nc(OC(=O)C(C)(C)C)cc2N)cc1 | 12 | -7 | -2 | 0.11 | 1524 | 7 | 0.9 | 5 | -1.0 | 8 | -1
COc1cc(C(=O)Nc2oc(-c3ccccc3)c(-c3ccccc3)c2C#N)cc(OC)c1OC | 22 | 49 | 4 | . | 1562 | 22 | 0.8 | -6 | -1.1 | 6 | 8
CCOC(=O)CCSc1nc(C)c2ccccc2n1 | 10 | 13 | -2 | -0.017 | 1286 | -25 | 0.9 | -19 | 2.8 | 4 | -4
Cc1c[nH]c2cccc(OCC(O)CNC(C)(C)C)c12 (stereo not given) | -20 | 0 | 1 | . | 1548 | -7 | 1.2 | 5 | 3.2 | -7 | 4
